# D1 agonist – human D1 receptor agonism. P21728. HEK293 T-REx D1 cells, calcium flux, agonist mode. activation, % at 2 µM. actives 1% (n = 360,000). AID 504660; in the data active means activation above about 30%; further: 0% is about no effect
# Target sequence (P21728 whole entry, looked up): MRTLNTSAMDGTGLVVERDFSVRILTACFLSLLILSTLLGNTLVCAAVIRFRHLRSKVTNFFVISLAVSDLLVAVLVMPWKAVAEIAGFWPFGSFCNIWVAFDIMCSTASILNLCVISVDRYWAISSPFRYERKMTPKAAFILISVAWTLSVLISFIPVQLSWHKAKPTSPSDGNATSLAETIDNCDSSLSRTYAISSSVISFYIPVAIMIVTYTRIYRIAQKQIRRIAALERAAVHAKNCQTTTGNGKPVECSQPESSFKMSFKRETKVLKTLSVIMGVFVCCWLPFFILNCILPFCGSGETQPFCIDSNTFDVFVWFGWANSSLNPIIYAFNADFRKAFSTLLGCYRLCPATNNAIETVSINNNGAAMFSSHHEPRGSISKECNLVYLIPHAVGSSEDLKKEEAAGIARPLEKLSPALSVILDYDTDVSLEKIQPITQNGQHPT
#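 Tetracycline-induced HEK293 TREx D1 cells, force-coupled to calcium signalling, were dye-loaded with a no-wash calcium kit. Compound was pin-added after a 10 s baseline. Fluorescence was read kinetically at 1 cycle/s for 180 s, with calcium rises flagged as agonism.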
# D1 antag – human D1 dopamine receptor antagonism. P21728. HEK293 TREx D1 cells, calcium flux, dopamine EC80; stronger effect = lower value. activity change, negative = inhibition, % at 10 µM. actives 3.2% (n = 360,000). AID 504652; in the data active means activity change below about -30%; further: on the % scale 0 is the no-effect control and ±100 the full control effect
#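 Kinetic fluorescence of a calcium dye serves as the read-out. D1-expressing Hek293 Trex cells, induced overnight at 30 C, are exposed to compound for 180 s before an EC80 dopamine addition, then read 180 s further.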
# GRP78 ERSR act – ER stress response induction in glioma; U87-MG GRP78 promoter luciferase reporter, 16 h; Potency, µM, without a hit: at the top dose activation, usual class: activators; actives 0.02% (n = 420,000); AID 602332; further: potency means the concentration at half of the fitted maximal effect; series mostly up to about 76 µM; % of control where 0% means no effect; nearly all actives have a fitted effect of over 35% in size
#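 Stably transfected U87-MG human glioma cells carrying a GRP78-based luminescent sensor were seeded at 1000 cells/well, pin-dosed with compounds and incubated 16 h. Luciferase reagent was then added, and end-point luminescence was read after 10 min at room temperature.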
# D1 potentiator – enhances dopamine response at the human D1 receptor; HEK293 TREx D1 cells, calcium flux, dopamine EC20 potentiation; P21728; actives 0.036% (n = 360,000); potentiation, % at 10 µM; in the data active means potentiation above about 30%; further: 0% is about no effect
# LDHA block – LDHA (human) enzyme inhibition; P00338; purified LDHA, NADH/diaphorase-resazurin fluorescence; stronger effect = lower value; activity change, % (values are at about 110 or 230 µM); actives 0.15% (n = 480,000); in the data active means activity change below about -30%; inconclusive means mostly about -25% to -30%;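 further: plate controls were DMSO wells for no effect and wells without enzyme for full effect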
#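 Human LDH5 (2 nM) was incubated with 0.06 mM NADH and 0.2 mM pyruvate for 5 min at room temperature in Tris pH 7.4. Remaining NADH was coupled through diaphorase/resazurin, and resorufin fluorescence was read at 0 and 20 min.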
# Vif-APOBEC3F blk – Vif-A3F binding inhibition; HeLa A3F-eYFP + Vif (tagged APOBEC3F with the HIV-1 protein that degrades it), YFP fluorescence increase; Potency, µM (series often up to 46.1 µM), inactives show at the highest dose activity, negative = active; actives 0.2% (n = 390,000); AID 602313; further: potency means the concentration at half of the fitted maximal effect; % of control where 0% means no effect; nearly all actives have a fitted effect of over 65% in size
#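 HeLa cells stably expressing A3F-eYFP plus Vif, plated and incubated overnight at 37 deg C, then exposed to compounds overnight at 37 deg C. Blocked degradation read as raised yellow fluorescence (Ex 488/Em 500-530).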
# Vif-APOBEC3G blk – inhibitors of Vif-APOBEC3G interaction; AID 602310; Potency, µM (top dose mostly 46.1 µM), for inactives: top-dose activity, negative = active, most hits filed as inhibitors; actives 0.076% (n = 410,000); Q9HC16; HeLa A3G-eYFP + Vif (tagged APOBEC3G with the HIV-1 protein that degrades it), YFP fluorescence, overnight;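 further: potency means the concentration at half of the fitted maximal effect; on the % scale 0 is the no-effect control and ±100 the full control effect; nearly all actives have a fitted effect of over 60% in size; hits raise eYFP signal because A3G escapes Vif-driven loss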
#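 HeLa cells stably expressing Vif and C-terminally eYFP-tagged A3G, seeded overnight at 37 deg C, then exposed to compound by pintool overnight at 37 deg C. Rise in yellow fluorescence (Ex 488/Em 500-530, Acumen) marks blocked Vif-driven A3G degradation.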
# RXFP1 agonist – activates the human relaxin receptor RXFP1; Q9HBX9; actives 0.3% (n = 370,000); Potency, µM (series often up to 57.5 µM), without a hit: top-dose activation, actives largely listed as activators; HEK293T-RXFP1 cAMP TR-FRET, 30 min; response scale: percent of porcine relaxin response, buffer zero; AID 2676; further: potency means the concentration at half of the fitted maximal effect; on the % scale 0 is the no-effect control and ±100 the full control effect; nearly all actives have a fitted effect of over 60% in size; many of its hits are not listed in these tables
#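 HEK293 cells stably expressing RXFP1, treated 30 min at 37C with compounds plus PDE4 inhibitor Ro 20174; cAMP measured by HTRF TR-FRET. Normalized to buffer and 29 nM porcine relaxin; EC50 by Hill fit.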
# D2 PAM – D2 dopamine receptor (human) potentiation; P14416; HEK293 T-REx D2, calcium flux, EC20 dopamine potentiation; potentiation, % at 10 µM; actives 0.34% (n = 340,000);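 active means potentiation over 3 SD above the plate norm, cut at about 30% in these data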; further: 0% is about no effect
# Target sequence (P14416 whole entry, looked up): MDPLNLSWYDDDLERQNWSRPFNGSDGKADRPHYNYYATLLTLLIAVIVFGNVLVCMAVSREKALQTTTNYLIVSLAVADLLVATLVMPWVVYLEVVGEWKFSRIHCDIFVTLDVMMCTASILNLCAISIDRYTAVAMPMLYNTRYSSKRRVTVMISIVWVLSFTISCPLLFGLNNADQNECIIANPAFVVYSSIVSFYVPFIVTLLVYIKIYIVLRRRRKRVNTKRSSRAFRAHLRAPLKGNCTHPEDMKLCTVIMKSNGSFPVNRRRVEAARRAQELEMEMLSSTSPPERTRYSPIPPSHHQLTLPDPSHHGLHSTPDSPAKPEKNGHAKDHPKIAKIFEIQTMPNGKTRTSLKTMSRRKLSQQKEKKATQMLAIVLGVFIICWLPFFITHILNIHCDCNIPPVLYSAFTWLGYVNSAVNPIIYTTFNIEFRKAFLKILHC
#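 Cells plated with tetracycline inducer and held overnight at 30 C; calcium dye loaded 30–90 min at room temperature; baseline taken, compound added and read 180 s; EC20 dopamine then added and read 180 s.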
# An asterisk follows results filed as active; ? = inconclusive; . = not tested or not shown; & = joins results of further samples. Unless noted, the call rests on the fitted dose curve; in most records, active means well fitted curve in the direction sought with a large enough effect; inconclusive means small, poorly fitted or top-dose-only effect, or another doubt; inactive means no such curve, though single readings can be large; an effect the other way counts as inactive or inconclusive. The list is partial; count on the stated rates, not on these rows.
# A first look, 3 compounds:
SMILES,D1 agonist,D1 antag,GRP78 ERSR act,D1 potentiator,LDHA block,Vif-APOBEC3F blk,Vif-APOBEC3G blk,RXFP1 agonist,D2 PAM
Cc1ccccc1NC(=O)Cc1nc(COC(=O)c2cccc(C)c2O)cs1,12.4,-19.8,-1.8%,-7.7,-7.3,-7.6%,-0.4%,0.0%,-1.4
O=S(=O)(NCC(c1cccnc1)N1CCN(c2ccc(F)cc2)CC1)c1ccccc1 (configuration not stated),.,.,-3.9%,.,2.3,-3.6%,-0.6%,.,.
Cc1ccc(C)c(C(=O)COC(=O)c2ccc(C)c(S(=O)(=O)N3CCOCC3)c2)c1,8.9,-20.1,0.7%,.,-2.0,-0.4%,1.1%,0.1%,9.2

# The list itself (from the top)
SMILES,D1 agonist,D1 antag,GRP78 ERSR act,D1 potentiator,LDHA block,Vif-APOBEC3F blk,Vif-APOBEC3G blk,RXFP1 agonist,D2 PAM
Cc1ccccc1NC(=O)Cc1nc(COC(=O)c2cccc(C)c2O)cs1,12.4,-19.8,-1.8%,-7.7,-7.3,-7.6%,-0.4%,0.0%,-1.4
O=S(=O)(NCC(c1cccnc1)N1CCN(c2ccc(F)cc2)CC1)c1ccccc1 (configuration not stated),.,.,-3.9%,.,2.3,-3.6%,-0.6%,.,.
Cc1ccc(C)c(C(=O)COC(=O)c2ccc(C)c(S(=O)(=O)N3CCOCC3)c2)c1,8.9,-20.1,0.7%,.,-2.0,-0.4%,1.1%,0.1%,9.2
COc1ccc(COC(=O)C2CCN(S(=O)(=O)c3ccc(Cl)cc3)CC2)cc1,25.7,-8.0,-1.8%,-1.6,-3.1,2.4%,-0.9%,0.0%,5.7
O=C(CCc1[nH]c2ccccc2c1Sc1ccccc1)NCCO,47.6*,5.6,-3.3%,-6.6,-2.0,-8.4%,-16.7%,-1.5%,6.6
CC(=O)c1ccc(NC(=O)Cn2c3ncccc3c(=O)n2-c2ccc(C)cc2)cc1,19.0,20.7,?,-0.3,-4.3,-0.3%,3.0%,7.5%,11.0
O=C(COC(=O)C(Cc1ccccc1)NC(=O)c1cccs1)NCc1ccccc1 (configuration not stated),3.4,-5.6,-1.5%,-3.9,-0.2,0.7%,2.3%,1.5%,-14.4
Cc1ccc(C)c(OCCCC(C)(C)C(=O)O)c1,3.0,6.3,-0.1%&-0.9%&-0.3%&-2.7%&-2.3%,1.4,-19.8,-2.5%,1.1%,0.7%,4.5
O=C1CCCCCN1C(=O)c1cccc(C(=O)N2CCCCCC2=O)c1,1.6,-6.4,-3.3%,-2.0,-0.1,-12.4%,0.0%,0.0%,.
O=C(COC(=O)C12CC3CC(CC(O)(C3)C1)C2)NC12CC3CC(CC(C3)C1)C2,2.0,2.2,10.3%,-3.1,2.2,-7.2%,0.3%,3.6%,-6.3
Cc1cccc(OCC(=O)Nc2ccc(N3CCN(S(C)(=O)=O)CC3)cc2)c1,2.2,-6.1,-5.4%,4.7,-6.4,-0.3%,0.7%,1.7%,4.4
Cc1ccccc1CS(=O)(=O)Cc1ccc(C(=O)NCCCN2CCCC2=O)o1,4.2,15.2,-0.9%,-6.5,-4.0,7.0%,-2.8%,1.3%,15.9
Cc1ccc(/C=N/NC(=O)CCn2nc(C)cc2C)c(C)c1,-1.4,.,1.5%,1.5,-11.1,4.2%,?,0.9%,-1.4
CCCCC(=O)Nc1nn(CC(C)C)c2nc3ccccc3cc12,0.9,-4.2,-1.0%,2.6,0.0,-18.3%,0.5%,1.4%,-0.7
CCOC(=O)C1=C(C)N(C)C(=O)NC1c1ccc(C)s1 (configuration not stated),1.6,-9.0,-3.5%,-2.2,-7.8,-9.0%,1.2%,1.0%,5.2
CC(=O)Nc1ccc(S(=O)(=O)NC(C(=O)O)C(C)O)cc1 (configuration not stated),2.3,5.4,0.7%,3.0,-2.1,1.8%,2.3%,1.0%,4.5
O=C(N/N=C\c1cccc([N+](=O)[O-])c1O)C1COc2ccccc2O1 (configuration not stated),0.1,-14.1,2.0%,-0.6,4.9,-5.9%,0.4%,-2.0%,-7.2
CCN(CC)CCCN1C(=O)C(O)=C(C(=O)c2ccco2)C1c1ccc(C)o1 (configuration not stated),.,.,0.5%,.,5.1,-2.2%,0.6%,.,.
Cc1ccc(S(=O)(=O)N(CC(=O)Nc2ccc(Cl)c([N+](=O)[O-])c2)C2CCCCC2)cc1,1.6,-1.3,-1.7%,0.1,-7.2,10.6%,0.6%,1.7%,-18.3
COc1ccc(-c2coc3cc(O[C@@H]4O[C@H](CO)[C@@H](O)[C@H](O)[C@H]4O)ccc3c2=O)cc1,.,.,-3.1%,.,-3.5,0.2%,-0.7%,.,.
COc1cccc(CNS(=O)(=O)c2ccc3c(c2)N(C(C)=O)CCO3)c1,0.2,-89.9*,-4.7%,-8.4,-3.4&12.2,7.7%,-5.1%,2.3%,-19.1
O=C(CNCc1ccc(Cl)cc1)Nc1ccc(C(=O)N2CCCCC2)cc1,8.9,-5.6,-3.6%,-10.5,-12.6,4.5%,-5.3%,2.9%,.
CCN(C(=O)c1ccc2c(=O)n3c(nc2c1)CCCCC3)c1cc(OC)ccc1OC,1.4,13.9,1.9%,0.8,-2.1,3.7%,3.4%,-3.0%,9.8
Cc1ccc(CSCC(=O)N2CCN(c3ccccc3F)CC2)cc1,-2.8,-16.7,-0.1%,-1.4,-2.2,5.0%,9.0%,0.6%,13.1
CCCc1nc2ccccc2c(C(=O)N(CC)CC(=O)NCc2cccs2)c1CC,0.1,10.6,1.2%,-3.1,-3.0,15.3%,-4.1%,0.7%,1.1
COc1ccc(N(CC(=O)NCCOc2ccccc2)S(=O)(=O)c2ccc(C)cc2)cc1,2.4,4.4,-5.9%,-7.2,-9.4,-0.2%,-0.2%,-1.6%,-3.8
Cc1cc(NC(=O)c2cccnc2)ccc1Br,2.9,7.5,7.8%,-5.7,2.0,0.4%,3.9%,-1.5%,-2.8
O=C(c1ccc(Br)o1)N1CCC(c2nc3ccccc3[nH]2)CC1,0.2,-6.6,0.1%,-1.4,-6.5,-12.9%,0.2%,1.6%,7.4
CCN1CCN(C2CCN(C(C)=O)CC2)CC1,2.5,5.4,.,-2.2,.,.,.,0.2%,11.2
CCCCCn1c(=O)[nH]c2cc(C(=O)Nc3ccc(OC)c(OC)c3)ccc2c1=O,0.4,-11.0,-2.7%,1.5,-11.9,1.6%,0.7%,-0.7%,-15.0
CCOC(=O)c1c(NC(=O)COC(=O)Cn2c(C(F)(F)F)nc3ccccc32)sc(C)c1C,4.2,3.4,-6.4%,-1.8,-1.7,0.9%,0.8%,2.5%,1.7
O=C(CCCc1ccccc1)NCCS(=O)(=O)N1CCN(c2ccccc2)CC1,.,.,-1.4%,.,-7.8,-12.2%,0.5%,.,.
O=C(O)CCN1C(=O)C2C3CC(C2C1=O)C1C(c2ccccc2)c2sc(=O)n(-c4ccccc4)c2SC31 (configuration not stated),3.0,-12.5,1.4%,-6.9,-3.4,-25.5%,-1.9%,2.1%,6.5
CCOC(=O)C(C(=O)OCC)C(C)(C)/C(C)=N\Nc1ccc([N+](=O)[O-])cc1[N+](=O)[O-],4.9,-19.4,-0.3%,-13.2,6.4,0.2%,1.1%,-0.2%,.
Cc1cc(C(=O)Nc2ccc(C(=O)O)cc2)c(C)o1,-0.8,7.9,-0.3%,-7.0,-2.1,-11.5%,-4.4%,1.0%,4.5
CCCc1cc(C(=O)NNC(=S)NC(C)c2ccccc2)cs1 (configuration not stated),13.6,-19.3,-2.5%,-5.2,-3.7,1.4%,0.1%,0.1%,2.9
O=C(/C=C/c1ccccc1)Nc1cc(C(=O)O)cc(C(=O)O)c1,4.9,-2.8,-1.2%,6.6,-13.8,1.2%,1.7%,2.8%,-6.5
CN1OC[C@@H]2CN(C(=O)C(C)(C)C)[C@H](c3ccc(-c4cc5ccccc5o4)cc3)C[C@@H]21,.,.,-8.3%,.,-3.9,-12.6%,0.3%,.,.
Cc1nc2ccc(S(=O)(=O)NCC(=O)N3CCN(c4ccccc4)CC3)cc2s1,0.9,-39.1*,-1.1%,-4.8,-2.1,0.0%,5.2%,-0.6%,6.6
Cc1onc(-c2ccccc2)c1C(=O)N/N=C/c1ccc([N+](=O)[O-])c(O)c1,1.0,6.4,0.4%,4.0,-0.7,-2.8%,-1.1%,2.6%,16.7
Fc1ccc(-n2c(-c3ccc4ccccc4n3)n[nH]c2=S)cc1Cl,0.4,15.6,-2.5%,-1.0,-9.9,1.8%,2.3%,?,-0.8
OC(CNCc1ccccn1)c1ccccc1 (configuration not stated),1.7,0.5,-3.3%,0.7,-4.6,-5.1%,1.0%,-0.7%,-0.5
COc1ccc(CCNC(=O)CCS(=O)(=O)c2cccc3nsnc23)cc1OC,2.0,-7.3,-1.7%,-2.4,-10.0,7.7%,-3.0%,-0.3%,-0.8
CCOC(=O)c1cccc(C2=CC(=O)C[C@H](c3ccc(OC)cc3)C2)c1,8.9,5.9,-2.0%,-0.7,3.9,5.4%,1.2%,0.6%,0.2
CSc1nnc2c(n1)OC(c1ccc(C(=O)O)cc1)N(C(C)=O)c1ccccc1-2 (configuration not stated),15.3,-0.5,-4.6%,.,2.1,-0.9%,-0.6%,-0.8%,7.1
Cn1c(N)c(C(=O)COC(=O)c2cc3ccccc3cc2O)c(=O)n(C)c1=O,.,.,2.9%,.,1.1,0.4%,1.4%,.,.
COC(=O)c1cc([N+](=O)[O-])c(C)c(C)n1,.,.,-0.6%,.,-14.4,-6.6%,-3.5%,.,.
CCCCNC(=O)CCn1nc(-c2ccc(C)cc2)c2ccccc2c1=O,3.8,9.1,0.7%,9.2,-1.2&-2.3,3.5%,1.5%,3.5%,-1.6
O=C(CCS(=O)(=O)c1cc2c(cc1Cl)NC(=O)CO2)NCc1ccc(Cl)cc1,0.0,3.9,-0.6%,-0.7,-8.8,0.1%,-4.6%,-1.3%,-3.6

# Screening data as filed in PubChem.
